C diff growth: blocks growth of Clostridium difficile | Clostridium difficile clinical isolate growth, OD600, 24 h; active compounds read low | growth activity, negative = inhibition, % at 16 µg/mL (by protocol) | 86,000 compounds, 0.25% hits;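 active = mean growth activity at or below -80% and every replicate also at or below -80%; inconclusive = mean at or below -80% but some replicate above -80%; inactive = mean growth activity above -80%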;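 note: 0% = DMSO wells and -100% = levofloxacin 16 µg/mL wells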
Pf Dd2 inh: inhibitors of Plasmodium falciparum Dd2 growth. P. falciparum Dd2 growth, SYBR Green, 72 h; active compounds read low. activity change, % at 10 µM. 94,000 compounds, 2.3% hits. AID 1159554; in the data active = activity change below about -80%; inconclusive = no clear call, values can overlap the other calls
GASC1 inh: blocks human GASC-1 (KDM4C) demethylase activity; 96,000 compounds, 0.15% hits; AID 720574; inhibition, % at 12.5 µM; GST-KDM4C 2-372, H3K9me3 peptide, LANCE TR-FRET;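 active = mean replicate inhibition above about 25%, with at least 55% of replicates also reaching it, limit read from the data, passing the limit was not always enough; inconclusive = only one of those two conditions met; inactive = neither condition met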
Target sequence (Q9H3R0 2-372 limits assumed): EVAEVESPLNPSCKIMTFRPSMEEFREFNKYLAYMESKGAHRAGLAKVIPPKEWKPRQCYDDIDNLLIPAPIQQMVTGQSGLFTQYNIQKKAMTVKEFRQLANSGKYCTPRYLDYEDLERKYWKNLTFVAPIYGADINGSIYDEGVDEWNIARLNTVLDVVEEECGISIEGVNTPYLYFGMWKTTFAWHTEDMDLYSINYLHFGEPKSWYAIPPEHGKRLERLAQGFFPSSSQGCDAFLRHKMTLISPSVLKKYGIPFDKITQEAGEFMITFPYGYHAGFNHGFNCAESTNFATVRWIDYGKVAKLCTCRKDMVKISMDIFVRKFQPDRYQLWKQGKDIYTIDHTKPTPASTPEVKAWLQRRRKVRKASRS
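Test system – GST-tagged GASC-1 (JMJD2C) catalytic fragment, aa 2-372 · Medium – HEPES buffer, pH 7.5, plus ascorbate · Reagent – H3K9me3 peptide with Fe(II)/2OG · Compound – one test concentration per compound · Timing – 30 min reaction, 60 min detection, RT · Technique – TR-FRET with Eu antibody and ULight streptavidin, EDTA stop · Read-out basis – inhibition from TR-FRET ratio decrease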
Tcruzi prolif: blocks T. cruzi growth in NIH3T3 culture; T. cruzi beta-gal in NIH3T3, GalScreen luminescence, 90 h; inhibition, % at 8.34 µM; 77,000 compounds, 5.9% hits;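 active = mean inhibition above about 93%, with at least 55% of replicates each passing it, limit read from the data, passing the limit was not always enough; inconclusive = only one of those two conditions holds; inactive = neither condition holds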
The depositor's hits bear a star; u = inconclusive; x = no result given; & = joins results of further samples. Rows are unselected. About 6.7% of those tested had a hit in this group.

No.	canonical_smiles	C diff growth	Pf Dd2 inh
1	COc1ccc(NC(=O)Nc2ccc3c(c2)C(=O)N([C@H](C)CO)C[C@@H](C)[C@H](CN(C)S(=O)(=O)c2cccs2)OCCCC[C@@H](C)O3)cc1	0	-78
2	C[C@@H]1CN([C@@H](C)CO)S(=O)(=O)c2ccc(C#CC3CC3)cc2O[C@@H]1CN(C)Cc1cncnc1	x	16
3	CC(C)NC(=O)N(C)C[C@H]1Oc2c(NS(=O)(=O)c3ccc(Cl)cc3)cccc2C(=O)N([C@@H](C)CO)C[C@H]1C	9	2
4	C[C@H](CO)N1C[C@H](C)[C@@H](CN(C)C(=O)c2cc(-c3ccccc3)on2)OCc2cnnn2CCCC1=O	1	2&-11
5	COc1ccc(NC(=O)Nc2ccc3c(c2)[C@H]2C[C@H](CC(=O)NC4CCCC4)O[C@@H](CO)[C@H]2O3)cc1	x	5
6	CCCC(=O)Nc1ccc2c(c1)C(=O)N(C)[C@H]1CC[C@@H](CC(=O)NCc3ccccc3Cl)O[C@@H]1CO2	7	-20
7	C[C@@H]1CCCCO[C@@H](CN(C)C)[C@@H](C)CN([C@@H](C)CO)C(=O)c2cc(NS(=O)(=O)c3ccc(F)cc3)ccc2O1	15	37
8	CCCNC(=O)N1[C@@H]2CN(C(=O)Nc3cccc(F)c3)c3ccccc3[C@@H]2[C@@H]1CO	-1	0

No.	GASC1 inh	Tcruzi prolif
1	-2.2	108*
2	3.8	74
3	-1.0	52
4	0.2	-3&83
5	9.0	-11
6	0.7	-24
7	2.0	30
8	-1.2	-18

(more compounds)
No.	canonical_smiles	C diff growth	Pf Dd2 inh
9	N#C[C@H]1[C@H](c2ccc(C#Cc3ccccc3F)cc2)[C@@H](CO)N1C(=O)C1CC1	-5	-48
10	O=C(C[C@H]1CC[C@@H]2[C@H](COC[C@H](O)CN2CCC(F)(F)F)O1)N1CCC(Cc2ccccc2)CC1	-4&-6	19
11	CC(C)(O)c1cn([C@@H]2C[C@@H]3O[C@H](CO)CC[C@@H]3O[C@@H]2CCc2ccc(-c3cccnc3)cc2)nn1	-8	-56
12	CCN1[C@@H]2c3ccc(-c4cccc(F)c4)c(=O)n3C[C@H]1[C@H](CO)[C@H]2C(=O)NCC1CC1	-6	17
13	CO[C@@H](CN(C)Cc1ccc(-c2ccccn2)cc1)[C@H](C)CN(C(=O)Nc1ccc(F)cc1)[C@@H](C)CO	x	-27
14	C[C@@H]1CCCCO[C@H](CN(C)C(=O)Nc2ccc(F)cc2)[C@H](C)CN([C@@H](C)CO)C(=O)c2cc(NC(=O)Nc3ccc(F)cc3)ccc2O1	x	-52
15	N#C[C@@H]1[C@H](c2ccc(C3=CCCCC3)cc2)[C@@H](CO)N1C(=O)NC1CCCC1	-5	-83*
16	C[C@@H]1CN([C@@H](C)CO)C(=O)c2cc(NC(=O)Cc3ccccc3)ccc2O[C@@H](C)CCCCO[C@@H]1CN(C)C(=O)Nc1cccc2ccccc12	13	-94*

No.	GASC1 inh	Tcruzi prolif
9	-2.3	102*
10	-1.0	53
11	x	x
12	-1.3	41
13	-1.6	95
14	-0.2	x
15	4.8	x
16	-2.2	1

The list goes on.
No.	canonical_smiles	C diff growth	Pf Dd2 inh
17	O=C(c1cccc(F)c1)N1CC2(C1)[C@H](c1ccccc1)[C@@H](CO)N2C(=O)C1CC1	-5	-6
18	COc1ccc(S(=O)(=O)Nc2ccc3c(c2)C(=O)N([C@H](C)CO)C[C@@H](C)[C@H](CN(C)S(=O)(=O)c2ccc(F)cc2)OCCCC[C@H](C)O3)cc1	1	-49
19	CC(C)c1cn(CC[C@H]2CC[C@H](NC(=O)C3CC3)[C@H](CO)O2)nn1	x	-19
20	O=C(C[C@H]1CC[C@@H]2[C@H](COC[C@H](O)CN2C(=O)c2ccccc2F)O1)N1CCOCC1	x	1
21	Cc1noc(C)c1NC(=O)N(C)C[C@@H]1OCCCC[C@@H](C)Oc2ccc(NC(=O)Cc3ccccc3)cc2C(=O)N([C@@H](C)CO)C[C@H]1C	-1	28
22	CCCNC(=O)Nc1ccc2c(c1)C(=O)N(C)[C@H]1CC[C@H](CC(=O)NC)O[C@@H]1CO2	5	8
23	C[C@H](CO)N1C[C@H](C)[C@H](CN(C)S(C)(=O)=O)Oc2ncc(C#Cc3ccccc3F)cc2C1=O	x	25
24	CCS(=O)(=O)N1CCCCN2[C@H](C1)[C@@H](c1ccc(-c3ccccc3)cc1)[C@@H]2CO	-3	-42

No.	GASC1 inh	Tcruzi prolif
17	-1.3	x
18	-1.4	71
19	-3.2	-31
20	1.3	-16
21	-0.7	9
22	-0.2	0
23	-0.4	29
24	0.1	68

Continuation.
No.	canonical_smiles	C diff growth	Pf Dd2 inh
25	COc1cccc(CN(C)C[C@H]2OCc3cnnn3CCCC(=O)N([C@@H](C)CO)C[C@@H]2C)c1	0	-2
26	CC(=O)NC[C@@H]1[C@@H](c2ccc(-c3ccccc3F)cc2)[C@@H](CO)N1CCC(F)(F)F	-2	-13
27	CC(C)NC(=O)N(C)C[C@@H]1Oc2ccc(NS(=O)(=O)c3cccs3)cc2CC(=O)N([C@@H](C)CO)C[C@@H]1C	-3	26
28	C[C@@H]1CN([C@@H](C)CO)C(=O)c2cc(C#C[C@@H](C)O)cnc2O[C@H]1CN(C)Cc1ccc(-c2ccccc2)cc1	3	-50
29	Cc1noc(C)c1NC(=O)N(C)C[C@H]1OCCCC[C@@H](C)Oc2ccc(NC(=O)Nc3ccccc3)cc2C(=O)N([C@@H](C)CO)C[C@H]1C	-2	-14
30	C[C@@H]1CN([C@@H](C)CO)C(=O)c2cc(NC(=O)Nc3cccc4ccccc34)ccc2O[C@@H](C)CCCCO[C@H]1CN(C)S(=O)(=O)c1cccs1	x	-53
31	O=C(C1CC1)N1CC(=O)N2[C@H](CO)[C@@H](c3ccc(Br)cc3)[C@H]2C1	-6	15
32	CCC(=O)Nc1ccc2c(c1)OC[C@@H](C)N(C(=O)Nc1ccccc1F)C[C@@H](C)[C@H](OC)CN(C)C2=O	x	5

No.	GASC1 inh	Tcruzi prolif
25	-0.9	23
26	-1.2	x
27	-0.8	18
28	0.6	x
29	-1.6	-11
30	0.4	59
31	1.3	x
32	0.7	33

The listing continues:
No.	canonical_smiles	C diff growth	Pf Dd2 inh
33	CCc1cnc(N2[C@@H](C#N)[C@@H](c3ccc(C#CCC4CCCC4)cc3)[C@@H]2CO)s1	1	-41
34	CC(=O)N[C@H]1CC[C@@H](CCNC(=O)C2CCCC2)O[C@@H]1CO	0	-10
35	O=C(C[C@H]1C[C@H]2c3cc(NC(=O)CC4CC4)ccc3O[C@H]2[C@H](CO)O1)NCc1ccc2c(c1)OCO2	-9	-12
36	C[C@@H]1CN([C@H](C)CO)C(=O)Cc2cc(NS(=O)(=O)c3ccc(F)cc3)ccc2O[C@H]1CN(C)S(=O)(=O)c1ccc(F)cc1	9	-9
37	C[C@@H]1CN([C@H](C)CO)C(=O)Cc2cc(NC(=O)Nc3ccc4c(c3)OCO4)ccc2O[C@@H]1CN(C)Cc1ccc(C(F)(F)F)cc1	4	2
38	CO[C@@H]1CN(C)C(=O)c2cc(NC(=O)c3ccccc3)ccc2OC[C@H](C)NC[C@@H]1C	x	-69
39	CO[C@H]1CN(C)C(=O)c2cccc(C#N)c2OCC[C@H]2CC[C@@H](OC)[C@@H](CN(C)C(=O)[C@@H]1C)O2	23	x
40	CN1C(=O)c2cc(NC(=O)c3ccc(Cl)cc3)ccc2OC[C@@H]2O[C@H](CC(=O)NCc3cccc(F)c3)CC[C@@H]21	11	-23

No.	GASC1 inh	Tcruzi prolif
33	-0.6	97*
34	1.8	x
35	0.0	14
36	-1.2	3
37	1.3	74
38	0.0	-2
39	-1.5	-2
40	-3.0	101*

Entries by screen from above:
Entries 19–25 in C diff growth, in turn: x, x, -1, 5, x, -3, 0
Entries 19–25 in Tcruzi prolif, in turn: -31, -16, 9, 0, 29, 68, 23

Next section:
No.	canonical_smiles	C diff growth	Pf Dd2 inh
41	O=C(N[C@H]1C[C@@H]2O[C@H](CO)CC[C@@H]2O[C@@H]1CCc1ccc(-c2cccnc2)cc1)c1cccc(F)c1	7	-18
42	Cc1ccccc1-c1ccc2c(c1)O[C@H](CN(C)C(=O)C1CC1)[C@H](C)CN([C@H](C)CO)S2(=O)=O	5	-5
43	C[C@@H]1CN([C@@H](C)CO)C(=O)c2cc(NC(=O)Nc3cccc4ccccc34)ccc2O[C@H]1CN(C)S(=O)(=O)c1cn(C)cn1	x	2
44	COCC(=O)Nc1ccc2c(c1)OC[C@H](C)N(Cc1ccncc1)C[C@H](C)[C@H](OC)CN(C)C2=O	-3	-27
45	O=C(Nc1ccc2c(c1)[C@@H]1C[C@H](CC(=O)N3CCc4ccccc4C3)O[C@H](CO)[C@@H]1O2)C1CCOCC1	-3	22
46	CNC[C@H]1Oc2cc(C#CC3(O)CCCC3)ccc2S(=O)(=O)N([C@H](C)CO)C[C@@H]1C	0	-1
47	C[C@H]1CN([C@@H](C)CO)S(=O)(=O)c2ccc(-c3cncnc3)cc2O[C@H]1CN(C)C(=O)c1ccc2c(c1)OCO2	4	-28
48	CCCNC(=O)C[C@@H]1C[C@H]2c3cc(NC(=O)NC4CCCC4)ccc3O[C@H]2[C@@H](CO)O1	x	10

No.	GASC1 inh	Tcruzi prolif
41	x	x
42	0.0	x
43	0.5	26
44	-0.2	-30
45	6.8	-27
46	-1.0	40
47	19	26
48	-0.3	-56

Continued:
No.	canonical_smiles	C diff growth	Pf Dd2 inh
49	COc1ccc(CN(C)C[C@H]2Oc3ccc(NC(=O)Nc4ccc5c(c4)OCO5)cc3C(=O)N([C@@H](C)CO)C[C@@H]2C)cc1	-1	8
50	COc1ccc(S(=O)(=O)Nc2ccc3c(c2)C(=O)N([C@@H](C)CO)C[C@H](C)[C@H](CN(C)C(=O)CCCN(C)C)OCCCC[C@@H](C)O3)cc1	-1	11
51	COc1ccccc1-c1ccc([C@H]2[C@@H](CO)N(C(=O)C3CCC3)[C@H]2C#N)cc1	6	30
52	Cc1noc(C)c1NC(=O)N(C)C[C@@H]1Oc2ccc(NC(=O)Nc3ccc(F)cc3)cc2C(=O)N([C@H](C)CO)C[C@H]1C	-1	20
53	CN(C)C(=O)C[C@H]1CC[C@@H](NC(=O)C2CC2)[C@@H](CO)O1	0	x
54	CN1c2ccc(Br)cc2[C@@H]2[C@@H](CCN2C(=O)CN2CCOCC2)[C@H]1CO	0	33
55	C[C@@H]1CN([C@@H](C)CO)C(=O)c2cc(NC(=O)c3ccccc3)ccc2O[C@@H](C)CCCCO[C@H]1CN(C)S(=O)(=O)c1ccc(F)cc1	x	u
56	COc1ccc(S(=O)(=O)N(C)C[C@H]2Oc3ccc(NS(=O)(=O)c4ccc(F)cc4)cc3C(=O)N([C@H](C)CO)C[C@H]2C)cc1	-4	14

No.	GASC1 inh	Tcruzi prolif
49	3.4	7
50	3.0	x
51	-1.2	99*
52	-0.2	19
53	4.3	x
54	1.2	26
55	0.4	x
56	-1.0	7

Overlap with the part before: 2 entries; new compounds follow.
No.	canonical_smiles	C diff growth	Pf Dd2 inh
55	C[C@@H]1CN([C@@H](C)CO)C(=O)c2cc(NC(=O)c3ccccc3)ccc2O[C@@H](C)CCCCO[C@H]1CN(C)S(=O)(=O)c1ccc(F)cc1	x	u
56	COc1ccc(S(=O)(=O)N(C)C[C@H]2Oc3ccc(NS(=O)(=O)c4ccc(F)cc4)cc3C(=O)N([C@H](C)CO)C[C@H]2C)cc1	-4	14
57	COc1ccc2c3c([nH]c2c1)[C@@H](CO)NCC31CCN(S(=O)(=O)c2cccs2)CC1	-4	-49
58	C[C@H](CO)N1C[C@H](C)[C@@H](CN(C)C(=O)Nc2ccc(F)cc2)Oc2ccc(NC(=O)Nc3ccc(C(F)(F)F)cc3)cc2C1=O	14	-40
59	Cc1noc(C)c1S(=O)(=O)Nc1ccc2c(c1)C(=O)N([C@@H](C)CO)C[C@H](C)[C@H](CN(C)CC1CC1)O2	1	-7
60	CCCNC(=O)N1CC2(C1)[C@@H](c1ccccc1)[C@@H](CO)N2C(=O)c1cccnc1	-5	3

No.	GASC1 inh	Tcruzi prolif
55	0.4	x
56	-1.0	7
57	-2.2	x
58	0.9	13
59	-0.3	23
60	0.1	x
